# MgcRacGAP inhibition: MgcRacGAP GTPase-activating activity inhibitors, confirmation, biochemical, ADP Hunter fluorescence; inhibition, % at 30 µM, or IC50 in µM where a hit was titrated; MgcRacGAP-stimulated Rac1 GTP hydrolysis, ADP Hunter fluorescence; higher % means a stronger effect; GST-tagged Rac1 F28L mutant substrate; AID 624330; 340,000 compounds, 0.6% hits;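 active = first-screen hits whose inhibition reached a set limit at any dose in the follow-up dose series; inconclusive = inhibition above the set first-screen limit but never retested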;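 also: fluorescence reports GDP produced by GAP-driven GTP hydrolysis; strong numbers were not always called active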
# AID2073: disruptors of CaV2.2 binding to Mint1 – biochemical, HTRF (AID 2073); HTRF protein-protein interaction, Mint1-CaV2.2; higher % means a stronger effect; one-dose inhibition, % at 20 µM; IC50 in µM for titrated hits; 290,000 compounds, 0.19% hits; in the data active = inhibition mostly above about 51%, no sharp cut-off; inconclusive = no clear call, values can overlap the other calls; inactive = mostly below about 53%; also: some results filed as inactive read as strong as hits
# SIAH1 antagonists: Siah-1 peptide-binding antagonists, primary screen, biochemical, fluorescence polarization, rhodamine-plectin, uHTS (AID 1817) | 290,000 compounds, 0.02% hits | displacement, % at 20 µM; hits with a dose series show IC50 in µM | Siah-1 / rhodamine-plectin peptide fluorescence polarization; higher % means a stronger effect;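 active = displacement of at least 50% at 20 µM, with a fluorescence ratio check between 0.3 and a set limit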;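 also: plate controls were Siah plus tracer with DMSO for no effect and tracer alone without Siah for full effect; strong numbers were not always called active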
# RSV antiviral HEp-2: inhibition of RSV-induced cytopathic effect – HEp-2 cells, primary 10 µM value included (AID 2391). HEp-2 cells, RSV-induced CPE inhibition; higher % means a stronger effect. CPE inhibition, % at 10 µM; hits with a dose series show IC50 in µM. 310,000 compounds, 0.13% hits; in the data active = a potency from the dose series; inconclusive = CPE inhibition mostly from about 23% at the one dose, without a potency; inactive = the rest, 99 in 100 with CPE inhibition below about 21%; also: strong numbers were not always called active
# SV40 large T antigen: SV40 large T antigen inhibitors, biochemical (AID 1903); inhibition, % at 20 µM, or IC50 in µM where a hit was titrated; 310,000 compounds, 0.39% hits; SV40 large T antigen ATPase/helicase inhibition assay; higher % means a stronger effect; in the data active = a potency from the dose series; inconclusive = inhibition mostly from about 32% at the one dose, without a potency; inactive = the rest, 99 in 100 with inhibition below about 32%; also: strong numbers were not always called active
# West Nile antiviral: inhibition of WNV-induced cytopathic effect – cell-based, CPE readout (AID 1621). 290,000 compounds, 0.02% hits. West Nile virus-infected cells, CPE inhibition; higher % means a stronger effect. CPE inhibition, % at 10 µM; hits with a dose series show IC50 in µM; in the data active = a potency from the dose series; inconclusive = CPE inhibition mostly from about 3.7% at the one dose, without a potency; inactive = the rest, 99 in 100 with CPE inhibition below about 2.2%; also: strong numbers were not always called active
# UTI89 phage lysis: protection from phage-mediated lysis, alamar blue read-out – E. coli UTI89, K1F phage, bacterial capsule biogenesis inhibitors (AID 488966); E. coli UTI89 K1F phage lysis, alamar blue, 2 h; higher % means a stronger effect; one-dose inhibition, % at 100 µM; IC50 in µM for titrated hits; 340,000 compounds, 0.02% hits;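 active = phage lysis inhibition, versus mean bacterial control, above a set limit; inconclusive = no clear call, values can overlap the other calls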;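 also: capsule biogenesis inhibitors block K1F phage lysis so surviving cells raise fluorescence; higher fluorescence means more inhibition of phage lysis; actives were called in the ten point dose series up to 300 µM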
# Dengue-2 NS5 capping: flavivirus cap methylation enzyme inhibition – biochemical, confirmation dose response, primary screen (AID 588689); Dengue-2 NS5 methyltransferase capping enzyme assay, biochemical; higher % means a stronger effect; inhibition, % at 25 µM, or IC50 in µM where a hit was titrated; 340,000 compounds, 0.3% hits; in the data active = a potency from the dose series; inconclusive = inhibition above about 29% without an active follow-up result
# NTR1 ag: NTR1-driven beta-arrestin-GFP spot formation – imaging, U2OS cells, high content, primary screen (AID 493036). P30989. agonist mode. activation, % at 20 µM. 330,000 compounds, 0.17% hits;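 active = activation at or above 40% of the spot to cytoplasm intensity ratio, with at least 20 cells analyzed; inconclusive = wells under 20 cells, flagged as cytotoxic or low count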;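 also: 0% = DMSO without peptide and 100% = 100 nM NTR1 peptide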
# Target sequence (P30989 whole entry, looked up): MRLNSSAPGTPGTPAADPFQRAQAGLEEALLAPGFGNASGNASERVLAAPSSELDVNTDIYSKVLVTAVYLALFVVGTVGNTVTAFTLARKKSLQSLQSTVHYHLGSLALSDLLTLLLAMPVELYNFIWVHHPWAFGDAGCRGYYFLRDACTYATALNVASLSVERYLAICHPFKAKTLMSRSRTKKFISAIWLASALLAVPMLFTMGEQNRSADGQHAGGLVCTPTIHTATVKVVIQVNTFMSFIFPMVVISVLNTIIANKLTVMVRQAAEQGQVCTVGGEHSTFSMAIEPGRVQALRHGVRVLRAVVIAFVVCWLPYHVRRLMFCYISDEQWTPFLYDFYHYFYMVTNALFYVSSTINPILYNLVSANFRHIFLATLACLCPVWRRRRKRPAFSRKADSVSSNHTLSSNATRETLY
# NTR1 ag cell count 20 µM: second read-out of NTR1 ag, no call of its own (marks repeat the call); cell count; measured here: cell count, cytotoxicity flag
# Dengue-2 NS5 capping pilot replicate: further read-out of Dengue-2 NS5 capping, marked with its call; inhibition, %; measured here: pilot screen replicate inhibition
# Active calls of the source: *; i = inactive; ? = inconclusive; / = no result given; [ ] = another dose, or the depositor's remark.
SMILES,MgcRacGAP inhibition,AID2073,SIAH1 antagonists,RSV antiviral HEp-2,SV40 large T antigen,West Nile antiviral,UTI89 phage lysis,Dengue-2 NS5 capping,NTR1 ag,NTR1 ag cell count 20 µM,others
CCOc1ccc2nc(SCC(=O)N(CCOC)c3c(N)n(Cc4ccccc4)c(=O)[nH]c3=O)[nH]c2c1,9%,/,/,1.6%,13%,/,0.4%[50 µM],-7%,0.9,61,
O=C(CCc1nc2ccccc2c(=O)[nH]1)Nc1nnc(SCc2ccc(F)cc2)s1,6%,/,/,-2.5%,18%,/,0.7%[50 µM],-8%,-1.1,57,
CN(Cc1ccccc1)C(=O)C1CCC(CNS(=O)(=O)c2cccc3cccnc23)CC1 (stereo unspecified),11%,0%,7%,9.2%,7%,-0.4%,-0.5%,-3%,1.5,62,
O=C(CN1CCOc2ccccc21)N1CCCC1,4%,0%,2%,2.1%,18%,/,6.8%,1%,2.2,56,
CSc1nc2nc(-c3ccccc3)cc(=O)n2[nH]1,10%,13%,1%,1.3%,-6%,-0.4%,1.0%,-8%,1.1,39,
CCCCc1cn([C@@H](CCCCN)C(=O)N2CCNCC2)nn1,3%,12%,8%,1.1%,0%,-0.1%,0.7%,22%,-0.9,94,
CN1N=C(C(=O)N2CCCC(Nc3ccc(F)c(F)c3)C2)CCC1=O (stereo unspecified),6%,3%,3%,1.3%,22%,-0.2%,0.2%,-6%,-0.5,63,
CCOC(=O)c1cc(-c2ccc(Cl)cc2)nc2c1c(=O)[nH]c(=O)n2CCOC,7%,-6%,14%,3.3%,9%,-0.3%,0.2%,-5%,16,42,
O=C(NCCc1ccccc1)c1ccc2nc(-c3ccco3)c(-c3ccco3)nc2c1,30%,70%,28%,10%,25%,0.2%,-0.1%,59µM*,2.2,56,
CC(=O)N1CCCc2cc(S(=O)(=O)CCC(=O)N3CCN(c4cccc(C)c4)C(C)C3)ccc21 (stereo unspecified),9%,-5%,0%,2.7%,15%,/,0.1%,1%,0.1,53,
COc1cccc(N(C(=O)CNC(=O)c2ccco2)C(C(=O)NC2CCCCC2)c2cccnc2)c1 (stereo unspecified),-1%,28%,-4%,0.5%,10%,0.1%,-0.1%,5%,-0.5,43,
COC(=O)c1cn(CC(=O)Nc2ccc(F)cc2)c2ccccc12,1%,-8%,0%,2.2%,8%,-0.3%,0.7%,0%,0.1,57,
O=C(Nc1ccc2ccccc2n1)Nc1ccccc1F,-1%,8%,2%,0.8%,-2%,-0.1%,0.0%,-5%,2.6,91,
Cc1[nH]ccc2c1[nH]c1cc(=O)ccc12,45µM*,23%,0%,2.3%,36%,0.8%,0.0%,-7%,0.0,80,
Cc1ccc(SCC(=O)NCC(C)C)cc1,3%,-8%,-1%,0.6%,1%,-0.4%,2.1%,-2%,-0.8,91,
C=CCn1c(Cc2ccccc2)nnc1SCc1nc2ccccc2c(=O)[nH]1,-13%,8%,2%,1.5%,4%,-0.6%,-0.1%,-7%,0.0,31,
COc1ccc(C2=NO[C@@H]3[C@@H]4C[C@@H]([C@H]5C(=O)N(C)C(=O)[C@@H]45)[C@H]23)c(OC)c1,/,13%,3%,0.5%,11%,0.2%,/,/,0.5,60,
COC(=O)Nc1ccccc1C(=O)N1CCN(c2ccc(C)cc2)CC1,-12%,38%,-6%,0.4%,19%,0.0%,1.1%[50 µM],5%,1.6,70,
O=C(CCN1C(=O)/C(=C\C=C\c2ccccc2)SC1=S)Nc1cccc(C(=O)O)c1,11%,15%,5%,0.2%,27%,-0.3%,-0.2%,10%,2.6,49,
O=C(Cc1ccc(-c2ccccc2)cc1)N1CCOCC1,11%,-1%,0%,1.5%,2%,0.0%,1.0%,-6%,-5.2,102,
CCOc1cccc(C2C(C(=O)c3ccc(C)o3)=C(O)C(=O)N2c2nccs2)c1 (stereo unspecified),8%,-14%,5%,1.4%,5%,-0.5%,0.3%,?,6.9,72,
O=C(C1=NNCC1c1ccccc1)C1OC1c1ccccc1 (stereo unspecified),13%,-12%,-7%,1.0%,11%,0.0%,0.6%,-14%,0.4,60,
CCOc1ccc(S(=O)(=O)NCc2cccs2)cc1,8%,-5%,2%,-0.1%,-2%,-0.8%,-0.6%,-2%,0.5,71,
C=CCOC(=O)Nc1ccc(Cl)cc1NC(=O)OCC=C,6%,4%,-4%,1.1%,2%,-0.3%,0.7%,-14%,-0.5,76,
COc1ccc(N=C2SC(CC(=O)Nc3ccc(OC)cc3OC)C(=O)N2C)cc1 (stereo unspecified),2%,18%,2%,0.0%,-3%,-1.0%,-0.4%,0%,-0.5,86,Dengue-2 NS5 capping pilot replicate=-1.2
SMILES,MgcRacGAP inhibition,AID2073,SIAH1 antagonists,RSV antiviral HEp-2,SV40 large T antigen,West Nile antiviral,UTI89 phage lysis,Dengue-2 NS5 capping,NTR1 ag,NTR1 ag cell count 20 µM,others
C=C(C)CSc1cc(C)nc2c(-c3ccccc3)c(C)nn12,5%,-17%,-8%,-2.3%,7%,0.0%,-1.0%,8%,7.3,45,
CCC(=O)/C=C1/Sc2ccc(OC)cc2N1CCO,7%,-9%,-2%,17%,11%,0.9%,i,-11%,-1.2,33,
Cc1cc(C(=O)Nc2cccc([N+](=O)[O-])c2C)cs1,12%,9%,-6%,10%,-2%,-0.3%,1.8%[50 µM],-8%,-0.2,44,
CC(=O)Nc1ccc(NC(=O)C2(C)CC2(Cl)Cl)cc1 (stereo unspecified),4%,-1%,-4%,3.6%,10%,1.0%,0.3%,-9%,2.2,62,
CCCCc1nc(SCC(=O)Nc2nnc(CCCC)s2)n[nH]1,0%,4%,-2%,7.6%,6%,0.1%,0.6%,2%,2.7,50,
O=C(NCC1CCCN1S(=O)(=O)c1cccs1)c1cccc(F)c1 (stereo unspecified),6%,/,/,-0.3%,8%,/,-0.1%[50 µM],-4%,-0.2,62,
O=C(COC(=O)c1ccc(N2CCCC2=O)cc1)c1ccc(OC(F)F)cc1,7%,4%,0%,?,7%,0.2%,0.2%,1%,0.8,34,
Cn1nc(-c2ccc(N3CCCCC3)c(NC(=O)c3ccco3)c2)c2ccccc2c1=O,1%,17%,4%,-3.2%,4%,1.8%,3.2%,-4%,25,55,
COc1ccccc1P(=O)(c1ccccc1)c1ccc([N+](=O)[O-])cc1 (stereo unspecified),9%,1%,-3%,1.4%,14%,0.7%,-1.3%[50 µM],-2%,0.8,81,
COc1ccc(NC(=O)Cn2cnc3sc(C)c(S(=O)(=O)N4CCOCC4)c3c2=O)c(OC)c1,4%,-2%,8%,1.9%,-2%,-0.4%,0.2%,4%,0.4,74,
CCOC(=O)CSc1nnc(Cc2ccccc2)n1-c1ccc(C)cc1,5%,-2%,1%,0.0%,10%,-0.2%,-0.2%,-8%,0.1,65,
COc1ccccc1/C=C1\CCCC2=C1Nc1nnnn1C2c1ccccc1OC (stereo unspecified),2%,1%,2%,-1.5%,12%,0.5%,6.2%,-15%,/,/,
CN(Cc1ccccc1Cl)C(=O)C1CC(=O)N(c2ccc3c(c2)OCCO3)C1 (stereo unspecified),2%,/,/,/,/,/,1.9%[50 µM],-6%,-0.7,69,
Cc1cc(NC(=O)c2cccc(S(=O)(=O)N(C)C)c2)n(-c2ccccn2)n1,9%,-3%,3%,6.0%,4%,1.2%,0.4%,-4%,4.6,89,
CCCCC1(C)NC(=O)N(CC(=O)N2CCc3ccccc32)C1=O (stereo unspecified),1%,/,/,/,/,/,0.7%[50 µM],-4%,0.8,38,
COc1cc(/C=C2\COC/C(=C\c3ccc(O)c(OC)c3)C2=O)ccc1O,?,-6%,4%,-2.3%,?,2.2%,1.7%,-31%,18,36,
CC1CCN(C(=O)c2[nH]cnc2C(=O)N[C@@H](C)C(=O)OCc2ccccc2)CC1,5%,4%,-2%,0.3%,24%,-0.3%,-0.1%,0%,-2.6,123,
Cc1ccc(-c2nc(CS(=O)(=O)CC(=O)NCCN3CCOCC3)c(C)o2)cc1,1%,9%,6%,0.5%,-8%,-0.6%,-0.2%,0%,-0.5,68,
O=C1[C@@H]2Cc3c([nH]c4ccccc34)C(c3cccc([N+](=O)[O-])c3)N2C(=O)CN1CCCO (stereo partly specified),10%,2%,0%,3.8%,1%,-0.4%,0.1%,-4%,0.0,85,
CC1CCC(NC(=O)c2cccc(S(=O)(=O)N3CCN(c4ccc(F)cc4)CC3)c2)CC1 (stereo unspecified),3%,/,/,2.2%,11%,/,0.7%[50 µM],-1%,-0.2,63,
O=C(COc1ccc(Cl)cc1[N+](=O)[O-])N/N=C/c1cccs1,1%,-2%,-1%,-1.8%,8%,-0.8%,0.0%,-8%,0.9,50,
CCCCCC(O)(c1ccc(OCC)cc1)C(CN1CCOCC1)c1ccccc1 (stereo unspecified),/,9%,4%,9.1%,6%,-1.6%,-0.3%,1%,6.0,90,
Clc1ccc(-c2nnc3ccccn23)cc1,3%,-5%,1%,2.4%,-2%,0.2%,1.0%,-3%,-0.6,56,
Cc1c(NC(=O)c2cccnc2C(=O)O)cccc1C(=O)O,1%,-2%,1%,0.0%,26%,0.2%,1.3%,-3%,0.3,47,
Cc1nnc(N(Cc2ccco2)C(=O)c2ccno2)s1,8%,-9%,0%,2.5%,15%,-0.2%,2.0%,-11%,-2.3,69,
SMILES,MgcRacGAP inhibition,AID2073,SIAH1 antagonists,RSV antiviral HEp-2,SV40 large T antigen,West Nile antiviral,UTI89 phage lysis,Dengue-2 NS5 capping,NTR1 ag,NTR1 ag cell count 20 µM,others
COC(=O)c1sccc1NC(=O)C1CC1,-4%,9%,3%,0.5%,5%,-0.4%,-0.7%,8%,0.2,55,
Cc1cccc(N=C(NO)c2nonc2N)c1,1%,0%,2%,1.4%,5%,0.2%,3.0%,1%,0.8,42,
OCCNc1nc(-c2ccccc2)nc2c1oc1ccccc12,3%,-6%,0%,1.9%,22%,-0.1%,0.4%,0%,5.9,52,
COc1ccc(-n2ncc3c(N4CCc5ccccc54)ncnc32)cc1,9%,27%,0%,1.3%,2%,-0.2%,-0.5%,-3%,0.5,62,
COc1ccc(CCNC(=O)CC(c2ccccc2)c2cc(C)ccc2O)cc1OC (stereo unspecified),3%,10%,8%,?,-2%,0.2%,-0.1%,-1%,0.1,48,
O=C(OCC(=O)N1CCOCC1)C(c1ccccc1)c1ccccc1,11%,5%,-2%,/,5%,0.1%,0.4%,-2%,/,/,
Oc1nc(Nc2ccccc2)sc1/C=C1\C=Nc2ccccc21,3%,7%,24%,7.7%,6%,0.0%,0.5%,-8%,16,59,

# Screening results deposited in PubChem BioAssay by several laboratories.
